# Mac1 fbg inh = CD11b/CD18-fibrinogen binding inhibition; hit rate 0.54% among 93,000; inhibition, % at 10 µM; P05107+P11215; K562 CD11b/CD18 adhesion to fibrinogen, ATPlite luminescence; Mn2+ added to activate the integrin; AID 1497;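 active = primary inhibition of 50% or more at 10 µM, then 40% or more on retest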; note: some results filed as inactive read as strong as hits
# CYP2C9 activ = CYP2C9 (human) activation; activation factor at 5 µM; P11712; recombinant CYP2C9, luciferin-H conversion, luminescence; stronger effect = higher value; factor 1 = untreated enzyme, 0 = blocked; hit rate 1.4% among 96,000;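 active = activation factor of 2 or more for CYP2C9 at a 5 µM dose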;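 note: 0 = sulfaphenazole-blocked wells and 1 = vehicle-only wells; values of inactives mirror those of a sister screen read the other way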
# Target sequence (P11712 whole entry, looked up): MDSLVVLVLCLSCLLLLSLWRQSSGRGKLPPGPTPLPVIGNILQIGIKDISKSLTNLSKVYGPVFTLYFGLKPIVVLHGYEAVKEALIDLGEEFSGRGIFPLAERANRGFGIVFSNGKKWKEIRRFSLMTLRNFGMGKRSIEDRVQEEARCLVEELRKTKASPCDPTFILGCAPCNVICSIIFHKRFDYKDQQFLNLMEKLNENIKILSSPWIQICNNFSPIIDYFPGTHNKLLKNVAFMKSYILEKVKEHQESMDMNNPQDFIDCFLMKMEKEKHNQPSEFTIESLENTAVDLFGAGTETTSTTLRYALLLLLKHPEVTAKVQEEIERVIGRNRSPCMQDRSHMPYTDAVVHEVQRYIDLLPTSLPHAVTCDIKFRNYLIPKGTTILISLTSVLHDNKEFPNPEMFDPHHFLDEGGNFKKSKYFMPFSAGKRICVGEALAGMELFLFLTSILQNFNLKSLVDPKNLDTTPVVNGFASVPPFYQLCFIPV
# Mac1 fbg enh = CD11b/CD18-fibrinogen binding enhancement; P05107+P11215; K562 CD11b/CD18 adhesion to fibrinogen, ATPlite luminescence; activation, % at 10 µM; hit rate 0.07% among 93,000;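 active = 10 µM primary screen giving 50% or more activity, confirmed by 40% or more on retest at that dose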; note: strong numbers were not always called active; reference of the scale not given here
# CYP2C19 activ = increases human CYP2C19 enzyme activity; recombinant CYP2C19, luciferin-H EGE luminescence; stronger effect = higher value; 0 = fully inhibited enzyme, 1 = untreated enzyme; activation factor at 5 µM; 96,000 tested, under 10 active;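 active = activation factor of at least 2 at 5 µM in the primary screen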;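 note: 0 = wells with 2.5 mM tranylcypromine and 1 = vehicle-only wells; values of inactives mirror those of a sister screen read the other way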
# CYP2C9 inhib = inhibitors of human CYP2C9 | AID 777 | CYP2C9 Supersomes, luciferin-H conversion, luminescence | hit rate 20% among 96,000 | P11712 | inhibition, % at 5 µM;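 active = blocking of liver enzyme CYP2C9 beyond about 50% at 5 µM, limit read from the data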; note: values of inactives mirror those of a sister screen read the other way
# MT1-MMP txn act = MT1-MMP promoter transcription activation. HT1080 MT1-MMP promoter luciferase reporter, luminescence, overnight; stronger effect = higher value. activation factor at 10 µM. hit rate 0.16% among 86,000. AID 750;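 active = activation factor of at least 2 for MT1-MMP transcription at 10 µM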
# PLAP act = activators of human placental alkaline phosphatase; AID 696; activation fold at 20 µM; hit rate 1.2% among 96,000; purified PLAP enzyme, luminescent substrate read-out; stronger effect = higher value; P05187; in the data active = activation fold above about 2
# Target sequence (P05187 whole entry, looked up): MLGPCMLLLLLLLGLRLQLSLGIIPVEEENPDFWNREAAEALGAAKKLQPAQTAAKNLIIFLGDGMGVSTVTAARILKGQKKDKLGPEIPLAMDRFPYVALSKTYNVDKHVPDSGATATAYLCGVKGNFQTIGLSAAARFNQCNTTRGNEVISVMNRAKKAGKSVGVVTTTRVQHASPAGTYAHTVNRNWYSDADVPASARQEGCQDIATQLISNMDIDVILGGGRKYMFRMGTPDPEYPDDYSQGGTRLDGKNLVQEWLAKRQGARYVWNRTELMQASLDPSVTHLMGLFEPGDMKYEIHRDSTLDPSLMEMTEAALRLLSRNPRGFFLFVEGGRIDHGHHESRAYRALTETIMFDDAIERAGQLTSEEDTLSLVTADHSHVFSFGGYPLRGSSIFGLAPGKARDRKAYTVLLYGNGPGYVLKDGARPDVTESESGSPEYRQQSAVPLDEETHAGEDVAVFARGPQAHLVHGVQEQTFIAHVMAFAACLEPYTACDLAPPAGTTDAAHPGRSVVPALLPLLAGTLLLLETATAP
# CYP2C19 inh = inhibitors of human CYP2C19 | inhibition, % at 5 µM | CYP2C19 Supersomes, luciferin-H EGE luminescence, 30 min | P33261 | hit rate 21% among 96,000;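 active = CYP2C19 inhibition above a set limit at 5 µM in the primary screen, cut at about 50% in these data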;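 note: plate controls were negative control wells for no effect and 2.5 mM tranylcypromine positive control for full effect; values of inactives mirror those of a sister screen read the other way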
# PTK2B oligo ant = antagonists of human Pyk2 oligomerization. Q293 cells, Pyk2 FERM NanoBiT luminescence; stronger effect = lower value. z-score (the deposit names both 25 µM and 10 µM). hit rate 0.83% among 99,000. AID 1347419;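 active = Z-score of -3 or lower, scaled per plate to the spread of control and sample wells; inactive = z-score above -3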;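 note: negative z-score means lost luminescence so less FERM oligomerization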
# Active calls of the source: *; . = not tested or not shown.
Mac1 fbg inh,CYP2C9 activ,Mac1 fbg enh,CYP2C19 activ,CYP2C9 inhib,MT1-MMP txn act,PLAP act,CYP2C19 inh,PTK2B oligo ant,mol
-1,1,-3,0.9,0,1,1.1,14,0.22,CC(C)C(c1nnnn1C1CCCCC1)N1CCOCC1 (centres undefined)
34,0.4,-2,0.7,60*,1,1.2,34,1.6,CCN(CC)S(=O)(=O)c1cc(-c2nnc(-c3ccc(Br)cc3)o2)ccc1Cl
-2,0.9,-3,1.2,11,1.5,1.1,-17,0.76,O=C(NC1CCCCC1)c1ccc(CN2CCOCC2)cc1
-27,0.9,2,0,15,.,1.4,96*,-1.2,O=C(CSc1nccn1-c1ccccc1)N1CCc2ccccc21
20,0.2,-1,0.4,79*,1.1,1.1,61*,-1.5,CCN1C(=O)C2(C(C#N)=C(N)Oc3c2c(C)nn3-c2ccccc2)c2ccccc21 (centres undefined)
-17,1.2,-2,0,-23,1.2,1.1,96*,0.53,Fc1cccc(Cl)c1CSc1nnc(COc2cccc3cccnc23)o1
1,0.2,-2,0.7,78*,1.3,1.6,32,-0.29,CC(C)Cn1cc(C(=O)N2CCN(c3ccccn3)CC2)c2c3ccccc3n(C)c2c1=O
.,1.8,.,1.1,-82,.,1,-8,-0.36,CCOC(=O)Oc1ccc2c(=O)c(Oc3cccc(C)c3)coc2c1
-10,1,2,1,-4,1.1,0.9,-3,0.13,Cc1nc(=O)c(-c2ccccc2)c(C)n1CC1CCCO1 (centres undefined)
-37,0.7,-5,0.7,28,1.1,1.3,30,0.26,CCNc1nc(Oc2ccc(=O)n(-c3ccccc3)n2)nc(N2CCOCC2)n1
0,1.1,0,1.1,-7,1.2,0.9,-13,-1.7,C[N+](C)(C)CCOC(=O)C1(c2ccccc2)CCCC1
-6,0.9,1,0.8,15,1.1,0.8,21,0.7,CCOCC(=O)Nc1cccc(C(=O)OCC)c1
-10,0.8,1,0.2,23,1,1,82*,-0.46,C/C(NCc1cccnc1)=C(\C#N)C(=O)NCc1ccccc1
2,1,3,1.1,-2,1.2,1,-10,0.33,COc1ccc(OC)c(-n2cnc3cc(C(=O)O)ccc32)c1
-7,1.2,3,1.2,-21,1,1,-16,.,O=C(C1CCC(=O)N1Cc1cccnc1)N1CCN(c2ccc(F)cc2)CC1 (centres undefined)
-6,1,-1,1,4,1,1.1,-4,0.95,Cc1cc(C(=O)Nc2cccnc2Cl)on1
62,0.1,8,0.3,94*,1.1,1.6,69*,0.59,NC(=O)c1c(NC(=O)CSc2nnc(-c3ccco3)n2-c2ccccc2)sc2c1CCC2
4,1,-4,1.1,-2,.,1,-9,0.31,CCO/C=N/c1c(C#N)c(CC#N)nn1-c1ccccc1
9,1.1,-3,1.2,-12,1.1,1.2,-18,0.07,O=c1ccc(Cc2ccccn2)n[nH]1
-5,0.5,-3,0.8,49,1.1,0.8,21,-1.1,CCCCC(=O)Nc1cccc(NC(=O)c2ccc3c(c2)OCO3)c1
26,0.1,-3,0,90*,.,1.1,97*,0.15,O=C(NCCCc1ccccc1)c1ccccc1O
1,0.7,-4,0.5,29,1.2,0.9,51*,0.28,CC1=C(C(=O)OC(C)C)C(c2cccs2)N2C(=O)CCSC2=N1 (centres undefined)
-25,0.5,7,0.6,47,1.1,1.5,36,.,CC1CCN(C(=O)CSc2nnc(Cc3cccn3C)n2-c2ccc(F)cc2)CC1
0,1.1,-1,0.9,-5,1.2,0.9,6,-0.51,Cc1ccc(N2C(=O)N(CC(=O)N(C)Cc3ccccc3)C(=O)C2C)cc1 (centres undefined)
2,0.9,2,1,5,1,1.5,1,0.5,Cc1oc(-c2cccc(Cl)c2)nc1CN1CCC(C(=O)NCC2CCCO2)CC1 (centres undefined)
.,1,.,1,-4,.,2.2*,-2,-0.4,CC(=O)c1ccc(-n2nnnc2SCC(=O)NNC(=O)c2ccco2)cc1
95*,0.5,-10,1.1,47,1,1.2,-10,-0.07,Cc1ccc(C)c(S(=O)(=O)C(C#N)c2nc3ccccc3nc2N2CCOCC2)c1 (centres undefined)
2,1,-4,1,0,1.1,0.9,-3,0.12,COCCOCCn1cnc2ccccc21
.,1,.,0.9,-1,1.1,1.2,12,1.1,CCOC(=O)Cc1c(C)nc2c(-c3ccccc3)c(C)[nH]n2c1=O
3,0.3,-3,0.8,68*,1.2,1.1,18,-0.32,CCOC(=O)c1sc(C)c2c1NC(C)(c1ccccc1)NC2=O (centres undefined)
8,1,-6,1,-2,1.1,1,0,0.57,Cc1cc(C(F)(F)F)n2nc(C(=O)O)c(Cl)c2n1
-8,0.8,-3,0.7,20,1,1.3,25,0.71,COCCCn1c(SCC(=O)N2CCCC(C)C2)nnc1-c1ccco1 (centres undefined)
7,1.1,-1,0.8,-6,1.2,1,16,-0.88,CN1CCN(C(=O)c2cc3sccc3n2CC(=O)c2ccccc2)CC1
31,0.8,-4,0.9,24,0.9,1.2,14,-0.44,Cc1cc(NC(=O)CCS(=O)(=O)c2nc(-c3ccccc3)cc(C(F)(F)F)n2)no1
13,1.1,-4,1.1,-10,.,1.1,-5,-2.2,COC(=O)Nc1nc(-c2ccccc2)c(C(=O)c2ccccc2)s1
13,1.1,-3,1,-7,1,1.2,1,-0.46,O=C1NCCCc2c1oc1cc(Br)c(O)c(Br)c21
-6,0.2,-4,0.8,76*,0.9,1.2,20,-0.65,CCOC(=O)c1sc(NC(=O)CN(CC)CC)c(C(=O)OCC)c1C
9,0.6,-6,1,37,1.1,1,-2,-1.1,CCCc1cc(=O)n2c(nc3ccccc32)[nH]1
-13,0.6,0,1,42,1.2,0.8,2,0.25,COc1ccc(-c2nnc3ccc(SCC(=O)NCc4ccco4)nn23)cc1
-16,1,2,1,2,1,0.8,-2,0.21,COc1ccc(C(=O)CSc2cc(C)nc3nc(C)nn23)cc1OC
-16,1.2,-3,0.8,-19,.,1.1,22,0.39,COc1ccc(/C(N)=N/OC(=O)c2ccc3c(c2)OCO3)cc1OC
-20,1.2,3,0.9,-19,1.1,1.2,12,0.2,CCOc1ccc(-c2nc(C#N)c(N3CCN(C)CC3)o2)cc1
-2,1.2,-5,1.1,-16,1,0.9,-13,1,CCOC(=O)N1CCN(C2CC(=O)N(c3ccc(F)cc3)C2=O)CC1 (centres undefined)
-9,1.2,6,1,-20,0.9,1,-4,0.68,COc1cc(=O)n(C)c2ccccc12
-16,0.8,-1,0.9,22,.,1.4,14,0.18,C/C(=N\Nc1nc(C)cc(-c2ccccc2)n1)c1ccc(C)o1
7,0.9,1,0.9,8,1.3,0.9,11,-0.51,O=C1N/C(=C\c2ccccc2)c2ccccc21
2,0.9,8,0.9,10,.,0.9,9,-0.46,Cc1ccc(C(=O)NC(=S)Nc2cccc3c(C)cc(C)nc23)cc1
16,0.3,-3,0.8,71*,1.1,2.1*,21,-0.5,Cc1[nH]n(-c2cccc(Cl)c2)c(=O)c1/C=N/n1c(C)nc2ccccc2c1=O
-1,0.6,-3,0.6,43,.,1.1,44,-0.54,COc1ccc(C(=O)NCC(=O)NCC2COc3ccccc3O2)cc1 (centres undefined)
-21,1.7,6,0.7,-70,1.3,1.3,33,1.6,CNS(=O)(=O)c1cccc(C(=O)OCC(=O)N2CCc3ccccc3C2)c1
2,1,-2,0.7,-1,1,1,32,-0.43,Cc1cc(C)n(CCc2nc(-c3ccco3)cs2)n1
3,1.1,-3,1.2,-11,1.1,1.1,-20,0.61,CN(C(=O)c1ccno1)c1nnc(-c2cnccn2)s1
-37,0.6,-6,0.9,43,1.1,1.4,9,.,CCC1CCCCN1Cc1nc2c(c(=O)n(C)c(=O)n2C)n1CCCc1ccccc1 (centres undefined)
-12,0.8,6,0.8,22,1.2,1.2,22,-0.68,C=CCOC(=O)C1C(=O)CC(C)(O)C(C(=O)OCC=C)C1c1ccc(OCC)cc1 (centres undefined)
-1,0.6,-1,0.3,39,1.1,0.8,68*,-0.61,O=C(COC(=O)c1cccnc1SCC(=O)NCc1ccccc1)NCc1ccccc1
2,1.1,-3,0.9,-7,.,0.9,12,0.67,Cc1ccccc1C(=O)Nc1ccccc1-n1cccc1
-6,0.5,-3,0.2,47,1.2,0.9,78*,0.03,O=C(c1ccc(Cl)cc1)c1nnc(-c2ccncc2)o1
-13,0.9,10,0.7,14,1.2,0.7,28,1.3,O=C(CSc1nnc2c3c4c(sc3ncn12)CCCC4)NCc1ccco1
7,1.1,-3,0.9,-11,1.1,1,6,0.45,CC1=Nn2c(nnc2-c2ccco2)SC1
-10,0.6,-5,0.8,38,1.3,1,21,-0.71,COc1ccc(OCc2nc(N)nc(Nc3ccc(C)cc3)n2)cc1

# Overlap with the part before: 2 compounds; new compounds follow.
Mac1 fbg inh,CYP2C9 activ,Mac1 fbg enh,CYP2C19 activ,CYP2C9 inhib,MT1-MMP txn act,PLAP act,CYP2C19 inh,PTK2B oligo ant,mol
7,1.1,-3,0.9,-11,1.1,1,6,0.45,CC1=Nn2c(nnc2-c2ccco2)SC1
-10,0.6,-5,0.8,38,1.3,1,21,-0.71,COc1ccc(OCc2nc(N)nc(Nc3ccc(C)cc3)n2)cc1
-1,1.3,-3,1,-31,.,1.2,0,0.09,COc1ccccc1C(=O)NCC(=O)OC(C)C(=O)NC(=O)NC1CCCCC1 (centres undefined)
2,0.5,-3,0.9,50,1.2,0.9,15,-0.25,CC(=O)Nc1cccc(-c2cnc3ccccc3n2)c1
48,0.9,1,1,15,1.1,1.7,2,-0.18,C=CCOc1ccc(C(=O)N(Cc2ccc(N(C)C)cc2)C2CCS(=O)(=O)C2)cc1 (centres undefined)
.,1.1,.,1.1,-10,1.4,1,-8,-0.33,Clc1ccccc1OCCCCN1CCCC1
5,1.1,-2,1.1,-9,1.1,1.5,-6,0.89,COc1ccc(OC)c(C(c2nnnn2Cc2ccccc2)N2CCC(C(N)=O)CC2)c1 (centres undefined)
4,0.8,2,0.9,25,1.1,1.1,12,0.64,O=C(CSc1nc2ccccc2c(=O)[nH]1)N1CCCCCC1

# For reference, five of the compounds above.
Mac1 fbg inh,CYP2C9 activ,Mac1 fbg enh,CYP2C19 activ,CYP2C9 inhib,MT1-MMP txn act,PLAP act,CYP2C19 inh,PTK2B oligo ant,mol
-1,1.3,-3,1,-31,.,1.2,0,0.09,COc1ccccc1C(=O)NCC(=O)OC(C)C(=O)NC(=O)NC1CCCCC1 (centres undefined)
2,0.5,-3,0.9,50,1.2,0.9,15,-0.25,CC(=O)Nc1cccc(-c2cnc3ccccc3n2)c1
48,0.9,1,1,15,1.1,1.7,2,-0.18,C=CCOc1ccc(C(=O)N(Cc2ccc(N(C)C)cc2)C2CCS(=O)(=O)C2)cc1 (centres undefined)
.,1.1,.,1.1,-10,1.4,1,-8,-0.33,Clc1ccccc1OCCCCN1CCCC1
5,1.1,-2,1.1,-9,1.1,1.5,-6,0.89,COc1ccc(OC)c(C(c2nnnn2Cc2ccccc2)N2CCC(C(N)=O)CC2)c1 (centres undefined)

# Pulled by structure from the entries so far:
Mac1 fbg inh,CYP2C9 activ,Mac1 fbg enh,CYP2C19 activ,CYP2C9 inhib,MT1-MMP txn act,PLAP act,CYP2C19 inh,PTK2B oligo ant,mol
2,0.5,-3,0.9,50,1.2,0.9,15,-0.25,CC(=O)Nc1cccc(-c2cnc3ccccc3n2)c1
-1,1.3,-3,1,-31,.,1.2,0,0.09,COc1ccccc1C(=O)NCC(=O)OC(C)C(=O)NC(=O)NC1CCCCC1 (centres undefined)
5,1.1,-2,1.1,-9,1.1,1.5,-6,0.89,COc1ccc(OC)c(C(c2nnnn2Cc2ccccc2)N2CCC(C(N)=O)CC2)c1 (centres undefined)
